# From PubChem BioAssay
# HCV inh – qHTS Assay for Inhibitors of Hepatitis C Virus (HCV). Huh7.5.1 HCVcc-Cre infection, luciferase reporter, 44 h. Potency, µM (titrated, usually from 41.8 µM), for inactives: top-dose activity change, negative = inhibition, actives largely listed as inhibitors. 340,000 tested, 3.4% active. AID 651820, 2012; also: potency is read from the fitted curve at half-maximal effect
#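 HCVcc-Cre virus at an moi near 0.5 was added right after compound to cells cultured 4 h from seeding (1,000 cells/well). Luciferase activity was determined 44 h later, 15 min after substrate addition at RT.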
# Giardia FBPA inh – qHTS Assay for Inhibitors of Fructose-1,6-bisphosphate Aldolase from Giardia Lamblia; purified Giardia FBPA; AID 2451, 2010; 290,000 tested, 0.71% active; Potency, µM (series often up to 59.6 µM), without a hit: top-dose activity, negative = inhibition, hits mostly inhibitors; also: potency is read from the fitted curve at half-maximal effect; nearly all actives have a fitted effect of over 55% in size
# Target sequence (A8B2U2 whole entry, looked up): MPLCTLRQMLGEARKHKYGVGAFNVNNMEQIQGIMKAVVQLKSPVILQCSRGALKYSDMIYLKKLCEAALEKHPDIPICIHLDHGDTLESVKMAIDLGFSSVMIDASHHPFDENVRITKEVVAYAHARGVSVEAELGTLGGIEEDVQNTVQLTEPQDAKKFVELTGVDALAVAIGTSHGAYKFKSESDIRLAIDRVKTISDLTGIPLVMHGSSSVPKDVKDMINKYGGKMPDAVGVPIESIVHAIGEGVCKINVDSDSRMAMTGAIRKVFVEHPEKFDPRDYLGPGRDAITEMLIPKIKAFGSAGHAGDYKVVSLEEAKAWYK
#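 40 nM FBPA preincubated 10 min at RT with compound (up to 57.5 uM final), then substrate plus GAPDH/TPI/NAD/arsenate coupling and diaphorase/resazurin added. Fluorescence read after 20 min at RT, 525/598 nm.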
# HCMV inh – qHTS Assay for inhibitors of the human cytomegalovirus (HCMV) | HFF cells, HCMV-luciferase reporter, 72 h; hits give low values | activity change, negative = inhibition, % at 57.5 µM | 410,000 tested, 4.5% active; in the data active = activity change below about -60%; inconclusive = no clear call, values can overlap the other calls; inactive = above about -39%
#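 Compounds were evaluated in HFFs infected with an HCMV luciferase reporter virus (MOI 1 PFU/cell). Luciferase in lysates collected 72 h post infection served as the replication measure.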
# AmpC detergent – qHTS Inhibitors of AmpC Beta-Lactamase (assay with detergent) | P00811 | AmpC hydrolysis of nitrocefin, absorbance 480 nm, 0.01% Triton | Potency, µM (top dose mostly 114 µM), inactives show at the highest dose activity change, negative = inhibition, hits mostly inhibitors | 370,000 tested, 0.041% active | AID 485294, 2010;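 also: potency is read from the fitted curve at half-maximal effect; 0% = no-compound wells and -100% = no-enzyme wells; nearly all actives have a fitted effect of over 25% in size; some results filed as inactive show a strong effect at the top dose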
# Target sequence (P00811 whole entry, looked up): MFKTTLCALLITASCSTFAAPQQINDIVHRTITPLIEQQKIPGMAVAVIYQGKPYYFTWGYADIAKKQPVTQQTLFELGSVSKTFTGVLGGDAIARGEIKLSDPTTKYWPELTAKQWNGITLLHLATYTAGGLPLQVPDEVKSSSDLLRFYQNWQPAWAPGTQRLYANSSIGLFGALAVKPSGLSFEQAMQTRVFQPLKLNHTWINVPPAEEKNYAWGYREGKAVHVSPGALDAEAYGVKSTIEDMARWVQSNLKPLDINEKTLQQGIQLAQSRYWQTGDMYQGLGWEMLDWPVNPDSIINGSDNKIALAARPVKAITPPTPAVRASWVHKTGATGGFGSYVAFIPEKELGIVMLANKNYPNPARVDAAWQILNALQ
#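 AmpC (5.3 nM in the dispensed reagent) in 20 mM phosphate pH 7.0 with 0.01% (detergent screen) or 0.0001% Triton X-100 was preincubated with compounds for 15 min at room temperature. Nitrocefin was then added from an 800 uM solution, and hydrolysis was followed at 480 nm.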
# Sm TGR inh – qHTS Assay for the Inhibitors of Schistosoma Mansoni Peroxiredoxins; purified TGR, DTNB reduction, TNB absorbance 405 nm; Schistosoma mansoni thioredoxin glutathione reductase (TGR), Q962Y6; 360,000 tested, 3% active; Potency, µM (titrated, usually from 114 µM), for inactives: at the highest dose activity change, negative = inhibition, most hits filed as inhibitors; also: potency is read from the fitted curve at half-maximal effect; nearly all actives have a fitted effect of over 60% in size
#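 TGR 20 nM + NADPH 100 uM (dispensed conc.), cpd preinc 15 min RT; start with NADPH (500 uM addition) then DTNB (15 mM addition). Kinetic TNB absorbance, 405 nm filter. Four-parameter Hill fit across titration.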
# AmpC no deterg – qHTS Inhibitors of AmpC Beta-Lactamase (assay without detergent) | 330,000 tested, 0.52% active | Potency, µM (titrated, usually from 57.1 µM), inactives show at the highest dose activity change, negative = inhibition, usual class: inhibitors | AmpC nitrocefin hydrolysis, absorbance 480 nm, 0.0001% Triton | P00811;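 also: potency is read from the fitted curve at half-maximal effect; plate controls were no compound for no effect and no enzyme for full effect; nearly all actives have a fitted effect of over 20% in size; some results filed as inactive show a strong effect at the top dose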
#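 20 mM phosphate pH 7.0 + 0.01% (detergent screen) or 0.0001% Triton X-100; 5.3 nM AmpC reagent; cpd preinc 15 min RT; nitrocefin (800 uM stock) to start; A480 q20 s × 4 min; Activity was normalised to no-enzyme and no-compound control wells.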
# * marks the source's active call; other numbers are inactive results; ? = inconclusive; · = not tested or not shown; [ ] = dose if it differs, or a comment. Unless noted, calls follow the shape of the dose curve; as a rule, active = well fitted curve in the direction sought with a large enough effect; inconclusive = small, poorly fitted or top-dose-only effect, or another doubt; inactive = no such curve, though single readings can be large; an effect the other way counts as inactive or inconclusive. Unless noted, % is scaled to controls: 0 for no effect and ±100 for the full control effect. Rows are unselected. Share with any hit: about 9.9%.
# Short forms: A = HCV inh; B = Giardia FBPA inh; C = HCMV inh; D = AmpC detergent; E = Sm TGR inh; F = AmpC no deterg
compound: CCOc1ccc(CCNc2nc3c(-c4ccc(C)cc4)nnn3c3ccccc23)cc1OCC
  A = ·	B = ·	C = 36	D = 15%	E = -6%	F = ·

compound: CC(=O)Nc1cccc(C(=O)OCc2ccccc2)c1
  A = ?	B = 5%	C = 5	D = -8%	E = -14%	F = 3%

compound: COc1ccc(NC(=O)Nc2cccc3c2O[C@H](CN(C)S(=O)(=O)c2c(C)noc2C)[C@@H](C)CN([C@H](C)CO)C3=O)cc1
  A = -22%	B = ·	C = 0	D = ·	E = ·	F = 183%[activator]

compound: CCCC(c1nnnn1CS(=O)(=O)c1ccc(C)cc1)N1CCN(C2CCCC2)CC1 (stereo not drawn)
  A = ?	B = ?	C = -3	D = 3%	E = 2%	F = 27%

compound: O=c1ccc(=O)n(-c2ccccc2)[nH]1
  A = 19%	B = 0%	C = -2	D = 3%	E = 5µM*	F = -19%

compound: Cn1c(-c2ccccc2)c(/C=N/NC(=O)c2cccnc2)c2ccccc21
  A = ?	B = -4%	C = ?	D = ?	E = ?	F = 51%

compound: COc1ccc(CC(=O)N2CCC(c3ccccc3)C2)cc1 (stereo not drawn)
  A = 5%	B = 0%	C = -28	D = 2%	E = ·	F = 20%

compound: Cc1cc(F)ccc1NC(=O)CCSc1nc(-c2ccco2)cc(C(F)(F)F)n1
  A = ·	B = ·	C = -23	D = 20%	E = -2%	F = ·

compound: COc1ccc(CNC(=O)CN2CCC(n3nnc4cc(F)ccc43)CC2)cc1
  A = ?	B = -4%	C = -20	D = -2%	E = ·	F = 50%

compound: COC(=O)CN(C(=S)Nc1ccc(Cl)cc1)C1CC(=O)N(c2ccc(OC)cc2)C1=O (stereo not drawn)
  A = 22%	B = -6%	C = 33	D = -4%	E = 3%	F = 11%

compound: CN(C)C(=O)N1CCC(C(=O)NCc2cccs2)CC1
  A = 10%	B = -2%	C = -2	D = -4%	E = 2%	F = -24%

compound: Cc1ccc(NC(=O)CN2C(=O)NC(C)(CC(C)C)C2=O)cc1F (stereo not drawn)
  A = ?	B = ·	C = 9	D = ·	E = ·	F = -10%

compound: COc1ccc(CCNC(=O)c2cnc3sc(N4CCOCC4)nn3c2=O)cc1
  A = ·	B = ·	C = 2	D = 4%	E = 0%	F = ·

compound: CN(C(=O)COC(=O)c1ccc2c(c1)OCCO2)c1ccccc1
  A = 13%	B = 4%	C = -69*	D = -1%	E = -2%	F = -11%[2.29 µM]

compound: Cc1ccc(-c2cc3nc(C)cc(C)n3n2)cc1
  A = -22%	B = -18%	C = 139	D = 5%	E = ·	F = 11%

compound: CCOC(=O)c1sc(NC(=O)C(C)Oc2ccc(OC)cc2)c(C(=O)OCC)c1C (stereo not drawn)
  A = ·	B = ·	C = -31	D = 14%	E = 5%	F = ·

compound: N#Cc1ccc(NC(=O)COC(=O)CCc2ccc(S(=O)(=O)N3CCCCC3)cc2)cc1
  A = 28%	B = -4%	C = -13	D = ?	E = 6%	F = -13%

compound: O=C(CCNS(=O)(=O)c1cccc2nsnc12)N1CC(=O)N(CCc2ccccc2)C(=O)C1
  A = 19%	B = 5%	C = 32	D = -5%	E = -1%	F = -4%

compound: O=C(O)CSc1nnc(Nc2ccccc2)n1-c1ccccc1
  A = -1%	B = 6%	C = 4	D = -2%	E = 8%	F = -16%

compound: COc1ccc(NC(=O)CN2C(=O)NC(C)(c3ccc4c(c3)OCO4)C2=O)cc1S(N)(=O)=O (stereo not drawn)
  A = 12%	B = ·	C = -7	D = ·	E = ·	F = -22%

compound: COc1ccc(Cl)cc1NC(=O)CCS(=O)(=O)c1ccc(C)cc1
  A = 29%	B = -5%	C = -34	D = 1%	E = -21%	F = 13%

compound: COc1cc(C(=O)OCC(=O)NC2CC2)ccc1OCCC(C)C
  A = 11%	B = ·	C = 1	D = 3%	E = -4%	F = -10%

compound: N#CCCN(C(=O)COC(=O)c1ccc(S(=O)(=O)N2CCCCCC2)cc1)c1ccccc1
  A = -3%	B = ·	C = -37	D = ?	E = 2%	F = 0%

compound: COc1cc(OC)cc(C(=O)N2CCCc3ccccc32)c1
  A = ?	B = 4%	C = -40	D = 0%	E = 3%	F = -5%

compound: CCc1ccc(NCc2cc3ccc(OC)cc3n(CC(=O)Nc3ccccc3OC)c2=O)cc1
  A = ·	B = ·	C = 10	D = -3%	E = 6%	F = ·

compound: COc1cc2c(cc1OC)CN(CC(=O)Nc1ccc3c(c1)OCO3)CC2
  A = -4%	B = ·	C = 52	D = 2%	E = -16%	F = -16%

compound: Cc1ccc(C(=O)COC(=O)CN2C(=O)C3C4CCC(C4)C3C2=O)cc1[N+](=O)[O-] (stereo not drawn)
  A = -12%	B = -1%	C = 17	D = -11%	E = -6%	F = -16%

compound: N#C/C(=C1/CCCCCN1)c1nnc2n1CCCCC2
  A = 1%	B = 0%	C = 19	D = 4%	E = -8%	F = -22%

compound: O=C(Nc1cccc(F)c1)Nc1c[nH]c(=O)[nH]c1=O
  A = 23%	B = 2%	C = -21	D = -8%	E = -6%	F = -12%

compound: CC(NC(=O)CNC(=O)[C@@H]1Cc2ccccc2CN1)c1ccccc1 (stereo partly drawn)
  A = 18%	B = 9%	C = 7	D = ?	E = -1%	F = -10%

compound: COc1ccc(C(=O)c2c[nH]c3ccccc23)cc1
  A = ?	B = -4%	C = 72	D = -1%	E = -22%	F = ·

compound: O=C(Nc1nc(-c2ccc(S(=O)(=O)N3CCCC3)cc2)cs1)c1ccco1
  A = ?	B = -4%	C = -65*	D = -18%	E = 3%	F = -28%

compound: O=C(OCC(=O)N1CCN(c2ccccc2)CC1)c1ccc([N+](=O)[O-])s1
  A = ?	B = ·	C = -33	D = ·	E = ·	F = -6%

compound: O=C(Cc1cccs1)Nc1nc(-c2ccc(F)cc2F)cs1
  A = 11µM*	B = -14%	C = 0	D = 0%	E = -9%	F = -32%

compound: Cc1ccn(CCNC(=O)C2CCC(=O)N(CCc3ccc(Cl)cc3)C2)n1 (stereo not drawn)
  A = 12%	B = ·	C = -10	D = -2%	E = -2%	F = 19%

compound: Cc1cccc(N2CCN(S(=O)(=O)c3ccc4c(c3)C(C)(C)C(=O)N4C)CC2C)c1 (stereo not drawn)
  A = ?	B = 9%	C = 0	D = -8%	E = -16%	F = 114%[activator]

compound: c1ccc(-c2ccc(OCCN3CCOCC3)cc2)cc1
  A = ?	B = -29%	C = 5	D = -12%	E = -28%	F = 66%[activator]

compound: CN1C(=O)NC(c2ccc(O)cc2)C(C(=O)c2cccs2)C1(O)C(F)(F)F (stereo not drawn)
  A = ?	B = 6%	C = 12	D = 5%	E = ?	F = -13%

compound: CCc1cc(=O)oc2cc(OCC(=O)N3CCC(C(=O)O)CC3)ccc12
  A = 0%	B = -19%	C = 27	D = ?	E = 7%	F = -15%

compound: COC(CNC(=O)c1ccc(-n2c(=S)[nH]c3ccccc3c2=O)cc1)OC
  A = -3%	B = -15%	C = 2	D = 3%	E = 3%	F = -7%

compound: CC(C)CN(C(=O)CN1C(=O)NC(c2ccccc2)(c2ccccc2)C1=O)C1CCS(=O)(=O)C1 (stereo not drawn)
  A = 18%	B = ·	C = 1	D = -2%	E = -6%	F = 118%[activator]

compound: CN(C)CCCNC(=O)c1ccc2[nH]c3ccccc3c2c1
  A = 7%	B = ?	C = -37	D = 2%	E = 2%	F = -5%

compound: COc1ccccc1CCC(=O)OC(C)C(=O)Nc1c(C)n(C)n(-c2ccccc2)c1=O (stereo not drawn)
  A = 32%[activator]	B = ·	C = -8	D = ?	E = 4%	F = -3%

compound: O=C(COC(=O)c1cccc(N2C(=O)c3ccccc3C2=O)c1)Nc1ccccc1
  A = 4%	B = 3%	C = -32	D = -9%	E = 6%	F = -36%

compound: CCOC(=O)c1ccc(NS(=O)(=O)c2c(C)n[nH]c2C)cc1
  A = -10%	B = ·	C = -19	D = 4%	E = 0%	F = -9%

compound: O=C(CNC(=S)N(Cc1ccccc1)Cc1cccnc1)NCCN1CCOCC1
  A = 12%	B = 2%	C = 9	D = -4%	E = -5%	F = -15%

compound: C/C(CC(=O)Nc1ccc(F)cc1)=N\NC(=O)COc1ccccc1
  A = 14%	B = -3%	C = -40	D = ?	E = -2%	F = 1%

compound: Cc1cccc(N(CC(=O)NCCSc2ccccn2)S(=O)(=O)c2ccccc2)c1
  A = ?	B = -1%	C = -17	D = -11%	E = -12%	F = -1%

compound: CCOc1ccc(-c2cc(CCCC(=O)NCCc3ccc(OCC)c(OCC)c3)no2)cc1
  A = ·	B = ·	C = -39	D = -3%	E = 0%	F = ·

compound: O=C(CNc1cccc(F)c1)N1CCc2ccccc2C1
  A = -4%	B = 3%	C = 92	D = -1%	E = 14%	F = -26%

# Continued:
# Short forms: A = HCV inh; B = Giardia FBPA inh; C = HCMV inh; D = AmpC detergent; E = Sm TGR inh; F = AmpC no deterg
compound: COc1ccccc1/C=C1\SC(=S)N(NS(=O)(=O)c2ccc(C)cc2)C1=O
  A = 4%	B = ?	C = -29	D = 0%	E = 0%	F = -41%

compound: CN1C(=O)C(Cc2nc3ccccc3c(=O)n2-c2ccccc2)c2ccccc21 (stereo not drawn)
  A = 15%	B = -7%	C = -23	D = -13%	E = -1%	F = 20%

compound: CCS(=O)(=O)c1ccc2oc(SCC(=O)N3CCCCC3)nc2c1
  A = ?	B = -1%	C = -23	D = -1%	E = 13%	F = 0%

compound: CCc1c(C)nc(SCC(=O)NC2CCCC2)[nH]c1=O
  A = 8%	B = -21%	C = 22	D = ?	E = 1%	F = -1%

compound: CC(=O)N1CCc2cc(Br)cc(S(=O)(=O)CCC(=O)N3CCN(c4ccc(F)cc4)CC3)c21
  A = ·	B = ·	C = -3	D = -8%	E = ?	F = ·

compound: CN1CCC(N(C)S(=O)(=O)c2ccc(NC(=O)COc3ccc(F)cc3Cl)cc2)CC1
  A = ?	B = ·	C = -33	D = 3%	E = -22%	F = 39%

compound: Cc1ccc(CN2CCCN(Cc3ccc(C)cc3)S2(=O)=O)cc1
  A = 14%	B = -6%	C = -22	D = -3%	E = -6%	F = -21%

compound: CN(C)c1cccc2c1C(=O)c1ccccc1C2=O
  A = ?	B = ?	C = ?	D = -8%	E = -9%	F = -15%

compound: COc1ccccc1N1C(=O)CC(N(O)c2ccccc2)C1=O (stereo not drawn)
  A = 9%	B = 0%	C = 39	D = -2%	E = 40µM*	F = -12%

compound: C=CCN([C@@H](CC(C)C)C(=O)OC)S(=O)(=O)N(CC=C)[C@@H](CC(C)C)C(=O)OC
  A = -16%	B = ·	C = -14	D = -6%	E = 0%	F = 82%[activator]

compound: CSc1nc2ccccc2cc1/C=C(\C#N)c1cccc(C)c1
  A = ?	B = 0%	C = 19	D = -7%	E = -3%	F = -16%
